# Screens as filed in PubChem.
# Rv3671c inh – Rv3671c serine protease inhibitors, primary screen, biochemical, fluorescence polarization, M. tuberculosis H37Rv; P9WHR9; inhibition, % at 5.96 µM; 320,000 compounds, 0.048% hits; in the data active = inhibition above about 38%;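 also: extracellular domain of Rv3671c used as enzyme; 0% = enzyme with DMSO and 100% = no enzyme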
# Mtb UGM inh – M. tuberculosis UGM enzyme inhibitors, primary screen, biochemical, fluorescence polarization, single point. purified UGM, fluorescence polarization probe displacement. inhibition, % at 10 µM. 320,000 compounds, 0.06% hits. AID 504406, 2011; in the data active = inhibition above about 10%, passing the limit was not always enough; inconclusive = no clear call, values can overlap the other calls
# Target sequence (P9WIQ1 whole entry, looked up): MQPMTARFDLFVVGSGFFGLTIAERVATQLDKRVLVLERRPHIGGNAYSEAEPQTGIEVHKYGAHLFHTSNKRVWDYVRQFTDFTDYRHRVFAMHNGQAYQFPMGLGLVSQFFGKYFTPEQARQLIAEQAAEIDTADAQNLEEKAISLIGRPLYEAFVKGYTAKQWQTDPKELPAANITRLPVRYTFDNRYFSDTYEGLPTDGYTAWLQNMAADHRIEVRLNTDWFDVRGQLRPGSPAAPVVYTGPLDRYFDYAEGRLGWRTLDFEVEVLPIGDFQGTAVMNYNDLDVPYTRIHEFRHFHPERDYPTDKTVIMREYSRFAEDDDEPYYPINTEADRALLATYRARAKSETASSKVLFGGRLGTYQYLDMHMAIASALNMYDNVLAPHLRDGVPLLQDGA
# PrPC surface inh – inhibitors of human cell surface prion protein PrPC, primary screen, cell-based, TR-FRET; inhibition, % at 13.8 µM; AID 720596, 2013; TR-FRET read-out; Major prion protein (Homo sapiens), P04156; 370,000 compounds, 0.43% hits; in the data active = inhibition above about 24%; also: 0% = median of the test wells and 100% = reference compound wells
# Mtb BioA inh – M. tuberculosis BioA enzyme inhibitors, primary screen, biochemical, plate reader, single point, HTS; 360,000 compounds, 0.096% hits; purified M. tuberculosis BioA enzyme; inhibition, % at 9.99 µM; 7,8-diaminopelargonic acid synthase BioA (Mycobacterium tuberculosis); in the data active = inhibition above about 40%; inconclusive = no clear call, values can overlap the other calls
# GDH-TPI counter – GDH-TPI coupling enzyme inhibitors, primary screen, artefact control for M. tuberculosis FBA inhibitor project, biochemical, absorbance, full deck; GDH-TPI coupled enzyme counterscreen, NADH absorbance; inhibition, % at 4.8 µM; 360,000 compounds, 1.2% hits; AID 588335, 2011; in the data active = inhibition above about 30%;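 also: 0% = DMSO wells and 100% = wells lacking the enzyme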
# BoNT-F LC inh – BoNT/F light chain protease inhibitors, primary screen, biochemical, flow cytometry, MLPCN library | inhibition, % at 10 µM | 360,000 compounds, 0.22% hits | AID 588497, 2011 | Multiplex microsphere protease cleavage assay; in the data active = inhibition above about 35%, passing the limit was not always enough; inconclusive = no clear call, values can overlap the other calls; also: plate controls were buffer without enzyme for full effect and enzyme alone for no effect
# FBA Mtb inh – Mtb FBA enzyme inhibitors, primary screen, biochemical, fluorescence, strain H37Rv | Fructose-bisphosphate aldolase (Mycobacterium tuberculosis (strain ATCC 25618 / H37Rv)), … | 360,000 compounds, 2.3% hits | inhibition, % at 1 µM | AID 588726, 2011 | purified M. tuberculosis FBA, fluorescence read-out; in the data active = inhibition above about 27%;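 also: 0% = vehicle and 100% = reference inhibitor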
# Target sequence (P9WQA3 whole entry, looked up): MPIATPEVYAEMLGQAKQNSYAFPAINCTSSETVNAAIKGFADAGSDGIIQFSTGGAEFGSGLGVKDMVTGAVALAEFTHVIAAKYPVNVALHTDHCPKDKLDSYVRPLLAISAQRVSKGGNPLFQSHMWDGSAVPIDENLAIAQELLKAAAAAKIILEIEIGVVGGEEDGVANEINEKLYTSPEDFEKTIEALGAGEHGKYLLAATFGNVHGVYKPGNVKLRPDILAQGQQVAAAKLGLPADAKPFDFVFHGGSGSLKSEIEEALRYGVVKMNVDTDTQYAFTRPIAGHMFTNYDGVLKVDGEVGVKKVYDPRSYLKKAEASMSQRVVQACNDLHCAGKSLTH
# FadD28 FP inh – inhibitors of FadD28 bisubstrate probe binding, primary screen, biochemical, fluorescence polarization, single point. 360,000 compounds, 0.22% hits. inhibition, % at 12.5 µM. Mycobacterium tuberculosis FadD28 fatty-acid-AMP ligase; in the data active = inhibition above about 8.5%, passing the limit was not always enough; inconclusive = no clear call, values can overlap the other calls
# MazEF act – activators of E. coli MazEF toxin-antitoxin RNase, primary screen, biochemical, fluorescence, uHTS; Endoribonuclease toxin MazF (Escherichia coli (strain K12)), P0AE70; FAM/BHQ RNA-DNA oligo cleavage fluorescence, 5 h; activation, % at 20 µM; 350,000 compounds, 0.32% hits; AID 504720, 2011; in the data active = activation above about 50%
# Target sequence (P0AE70 whole entry, looked up): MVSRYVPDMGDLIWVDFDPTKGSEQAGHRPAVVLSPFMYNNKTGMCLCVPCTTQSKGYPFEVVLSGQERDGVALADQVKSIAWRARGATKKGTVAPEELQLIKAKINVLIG
# Starred values were filed as active, the others as inactive; ? = inconclusive; / = not tested or not shown.
[1] O=C(Nc1ccc(N2C(=O)CCC2=O)cc1Cl)c1cccs1
[2] O=c1[nH]c(/C=C/c2ccccc2Cl)c([N+](=O)[O-])c(=O)[nH]1
[3] O=C(c1cccs1)N1CCN(c2nc3c(F)cc(F)cc3s2)CC1
[4] O=C(CCN1C(=O)/C(=C/C=C/c2ccccc2)SC1=S)Nc1ccccn1
[5] Cc1cc(C(=O)N2CCCC(N3CCN(c4cccc(C(F)(F)F)c4)CC3)C2)c(C)o1 (stereo not given)
[6] O=C(CCn1c(=S)oc2ccccc21)Nc1cc([N+](=O)[O-])ccc1F
[7] CC(=O)c1c(C)[nH]c(C(=O)OC(C)C(=O)NC2CCCCC2)c1C (stereo not given)
[8] CCN(CC)S(=O)(=O)c1ccc(NC(=O)c2cnc(C)cn2)cc1
screen / no. | 1 | 2 | 3 | 4 | 5 | 6 | 7 | 8
Rv3671c inh | 6 | / | 2 | -16 | -9 | 5 | / | -9
Mtb UGM inh | -1.6 | 1.1 | -1.4 | -1.3 | -0.5 | -4.9 | / | -2.0
PrPC surface inh | -1 | -8 | 11 | 0 | 1 | -6 | 5 | 6
Mtb BioA inh | / | -0.4 | 7.0 | / | 2.1 | -1.0 | 1.2 | 12
GDH-TPI counter | 6 | 19 | -1 | 11 | -1 | 5 | 4 | 0
BoNT-F LC inh | 4 | -17 | 0 | -1 | 0 | 15 | -2 | -4
FBA Mtb inh | 0 | -2 | -1 | -1 | 3 | 0 | -1 | -1
FadD28 FP inh | -0.5 | 3.2 | -4.0 | -2.0 | -1.8 | 0.1 | 1.2 | -0.4
MazEF act | -2 | 1 | 5 | 16 | -1 | 12 | -4 | 8

[9] COc1ccc(-n2nc(C(=O)NCC(=O)N3CCN(c4ccccc4F)CC3)c3ccccc3c2=O)cc1OC
[10] N/C(Cc1cccs1)=N\OC(=O)COc1ccccc1Cl
[11] CC(C)N1CCC(C)(C(=O)Nc2cc(-c3ccccc3)nn2C)C1 (stereo not given)
[12] O=c1c(C(c2ccccc2)c2c(O)nc3n(c2=O)CCS3)c(O)nc2n1CCS2
[13] Cc1ccc(-n2c(/C=C/c3ccccn3)nc3ccccc3c2=O)cc1
[14] O=C(Nc1ccn(CCCN2CCN(c3ncccn3)CC2)c(=O)n1)OCc1ccccc1
[15] O=C(NCc1ccccc1)N1CCn2c(nc3ccccc32)C1
[16] O=C(NCCc1ccc(Cl)cc1)c1cccnc1
screen / no. | 9 | 10 | 11 | 12 | 13 | 14 | 15 | 16
Rv3671c inh | 4 | -2 | / | 4 | / | / | -4 | -1
Mtb UGM inh | 1.9 | -0.5 | / | 1.8 | / | / | -3.4 | 1.6
PrPC surface inh | 13 | 5 | -5 | 9 | -1 | 0 | -1 | 3
Mtb BioA inh | / | 1.5 | -0.6 | / | / | -0.7 | / | /
GDH-TPI counter | 2 | -1 | 3 | 2 | 5 | 0 | -14 | -3
BoNT-F LC inh | 2 | -9 | -1 | -6 | 3 | 0 | 0 | -2
FBA Mtb inh | 0 | -2 | -3 | 2 | -3 | 0 | 22 | 0
FadD28 FP inh | / | -3.5 | -0.2 | -1.2 | -1.9 | -1.2 | -3.1 | -2.1
MazEF act | -125 | -10 | / | -7 | 2 | 12 | -7 | 4

[17] CCCc1nnc(NC(=O)Cn2cnc3ccccc3c2=O)s1
[18] CCN(CC)C(=N)N1c2ccccc2CCC1C (stereo not given)
[19] Cc1cnc(C(=O)OCC(=O)Nc2ccc(C)c(S(=O)(=O)N3CCOCC3)c2)cn1
[20] Cc1cc(C)cc(N(CC(=O)N2CCC(C)CC2)S(C)(=O)=O)c1
[21] O=C(COC(=O)CCc1c[nH]c2ccccc12)NCc1ccc2c(c1)OCO2
[22] O=C(CCc1nc2ccccc2[nH]1)Nc1ccccc1F
[23] Cc1cc2nc(CN(C)C(=O)C3CCC(=O)N(C4CCCC4)C3)[nH]c2cc1C (stereo not given)
[24] Cc1cnc(C(=O)OCC(=O)NCc2ccccc2)cn1
screen / no. | 17 | 18 | 19 | 20 | 21 | 22 | 23 | 24
Rv3671c inh | -1 | 6 | -2 | 2 | -4 | -1 | / | -3
Mtb UGM inh | 1.8 | 4.9 | -1.5 | 4.1 | -1.6 | 1.8 | / | 1.6
PrPC surface inh | -2 | -5 | 2 | 0 | 5 | 9 | -5 | -7
Mtb BioA inh | 1.7 | -0.4 | -0.4 | -1.0 | / | -2.6 | / | 0.6
GDH-TPI counter | 13 | 3 | 12 | -2 | -3 | 11 | -11 | 2
BoNT-F LC inh | -5 | -12 | -5 | -3 | -5 | -7 | -1 | -8
FBA Mtb inh | 1 | 0 | 0 | -2 | 2 | 3 | 2 | -1
FadD28 FP inh | -2.7 | -1.4 | -3.3 | -3.5 | 0.1 | 0.2 | -2.6 | -2.0
MazEF act | 10 | 13 | 8 | 0 | -2 | -3 | 12 | 7

[25] CCn1c(SCC(=O)N2CCOCC2)nnc1C(C)NC(=O)c1ccccc1 (stereo not given)
[26] COc1ccc(CNC(=O)C(=O)NCc2cccnc2)cc1
[27] CCOC(=O)C1=C(C)N(C)C(=S)NC1c1ccccc1 (stereo not given)
[28] N#C/C(=C/c1cn[nH]c1-c1ccc(Br)cc1)C(=O)O
[29] Cc1ccc(NC(=O)c2ccccc2NC(=O)c2cccnc2)cc1
[30] CCCOc1ccc(/C=N/NC(=O)CSc2ccccn2)cc1OC
[31] Cc1cc(C)nc(N(C#N)Cc2ccc(Br)cc2)n1
[32] Cc1ccc(NC(=O)CSCC(=O)N(C)CC(=O)Nc2cccc(F)c2)cc1
screen / no. | 25 | 26 | 27 | 28 | 29 | 30 | 31 | 32
Rv3671c inh | -11 | -3 | 1 | 3 | 1 | 7 | -2 | -4
Mtb UGM inh | 0.4 | 0.8 | 0.7 | -0.6 | 3.4 | 2.8 | -0.2 | -0.4
PrPC surface inh | -7 | -4 | 8 | -14 | 4 | -3 | 0 | 6
Mtb BioA inh | -2.4 | -0.2 | 0.7 | / | -0.6 | 3.8 | 3.3 | 1.4
GDH-TPI counter | -6 | 3 | 11 | 10 | 4 | 12 | -2 | 9
BoNT-F LC inh | 4 | -3 | -11 | -7 | 5 | / | -3 | 2
FBA Mtb inh | -1 | 5 | -1 | -4 | -2 | 0 | -3 | -2
FadD28 FP inh | -2.4 | 0.4 | -4.7 | -5.9 | -4.8 | -3.0 | -5.1 | 0.1
MazEF act | 2 | 6 | -1 | -2 | 8 | 4 | 3 | -6

[33] C[C@H]1CCC/C=C/[C@@H]2C[C@H](O)C[C@H]2[C@@H](O)/C=C/C(=O)O1
[34] COc1cccc(C(=O)C(C#N)=C(SC)SC)c1
[35] CCN(CC)S(=O)(=O)c1ccc(NC(=O)COc2c(OC)cccc2OC)cc1
[36] Cc1ccoc1C(=O)N1CCCC(CO)(Cc2ccc(F)cc2)C1 (stereo not given)
[37] c1cncc(-c2nnc(-c3cccs3)o2)c1
[38] CCCCNC(=O)C(=O)NCCCn1ccnc1
[39] O=C(OCc1nc2ccccc2[nH]1)C1CCCCC1
[40] NS(=O)(=O)c1ccc(NC(=S)NC(=O)c2ccc(Br)o2)cc1
screen / no. | 33 | 34 | 35 | 36 | 37 | 38 | 39 | 40
Rv3671c inh | / | -12 | -2 | / | -1 | -3 | 7 | -1
Mtb UGM inh | / | -3.2 | 2.1 | -1.2 | -0.1 | -0.7 | -0.6 | 1.0
PrPC surface inh | 93* | -1 | -6 | -4 | -4 | -1 | 7 | -1
Mtb BioA inh | / | -0.4 | / | 1.6 | / | / | / | 0.0
GDH-TPI counter | 6 | -5 | -5 | -2 | 20 | -3 | 8 | 6
BoNT-F LC inh | 4 | ? | 8 | 7 | -3 | 2 | 6 | -5
FBA Mtb inh | 5 | -5 | -1 | -1 | 51* | -3 | 5 | 0
FadD28 FP inh | -0.2 | -3.6 | -2.1 | -5.8 | 0.3 | -3.2 | -1.7 | 0.0
MazEF act | 6 | -2 | 0 | 3 | 5 | 5 | 8 | 13

# Looked up by compound from the entries so far, five records:
[23] Cc1cc2nc(CN(C)C(=O)C3CCC(=O)N(C4CCCC4)C3)[nH]c2cc1C (stereo not given)
[19] Cc1cnc(C(=O)OCC(=O)Nc2ccc(C)c(S(=O)(=O)N3CCOCC3)c2)cn1
[31] Cc1cc(C)nc(N(C#N)Cc2ccc(Br)cc2)n1
[22] O=C(CCc1nc2ccccc2[nH]1)Nc1ccccc1F
[21] O=C(COC(=O)CCc1c[nH]c2ccccc12)NCc1ccc2c(c1)OCO2
screen / no. | 23 | 19 | 31 | 22 | 21
Rv3671c inh | / | -2 | -2 | -1 | -4
Mtb UGM inh | / | -1.5 | -0.2 | 1.8 | -1.6
PrPC surface inh | -5 | 2 | 0 | 9 | 5
Mtb BioA inh | / | -0.4 | 3.3 | -2.6 | /
GDH-TPI counter | -11 | 12 | -2 | 11 | -3
BoNT-F LC inh | -1 | -5 | -3 | -7 | -5
FBA Mtb inh | 2 | 0 | -3 | 3 | 2
FadD28 FP inh | -2.6 | -3.3 | -5.1 | 0.2 | 0.1
MazEF act | 12 | 8 | 3 | -3 | -2

# A draw from above in order of SMILES length, highest first.
[33] C[C@H]1CCC/C=C/[C@@H]2C[C@H](O)C[C@H]2[C@@H](O)/C=C/C(=O)O1
[35] CCN(CC)S(=O)(=O)c1ccc(NC(=O)COc2c(OC)cccc2OC)cc1
[36] Cc1ccoc1C(=O)N1CCCC(CO)(Cc2ccc(F)cc2)C1 (stereo not given)
[39] O=C(OCc1nc2ccccc2[nH]1)C1CCCCC1
[38] CCCCNC(=O)C(=O)NCCCn1ccnc1
screen / no. | 33 | 35 | 36 | 39 | 38
Rv3671c inh | / | -2 | / | 7 | -3
Mtb UGM inh | / | 2.1 | -1.2 | -0.6 | -0.7
PrPC surface inh | 93* | -6 | -4 | 7 | -1
Mtb BioA inh | / | / | 1.6 | / | /
GDH-TPI counter | 6 | -5 | -2 | 8 | -3
BoNT-F LC inh | 4 | 8 | 7 | 6 | 2
FBA Mtb inh | 5 | -1 | -1 | 5 | -3
FadD28 FP inh | -0.2 | -2.1 | -5.8 | -1.7 | -3.2
MazEF act | 6 | 0 | 3 | 8 | 5

# (list continues)
[41] O=C(C=C1NCCN1)c1ccccc1
[42] O=C(CCCCCCN1C(=O)c2ccccc2C1=O)NC1CCCCC1
[43] CC1CN(C)C(C)c2c1oc1ccc([N+](=O)[O-])cc21 (stereo not given)
[44] CCOC(Cn1c(SCC(=O)Nc2cc(C)on2)nc2ccccc2c1=O)OCC
[45] CC(C)C(C)NC(=O)COc1ncnc2sccc12 (stereo not given)
[46] COc1ccc(OC)c(CNC(=O)CCc2nc(-c3cccs3)no2)c1
[47] O=C(N/N=C\c1cc([N+](=O)[O-])ccc1N1CCCC1)c1ccccn1
[48] Cc1cc(C)cc(SCc2noc(C(=O)NCCCN3CCOCC3)c2C(=O)NCCCN2CCOCC2)c1
[49] O=[N+]([O-])c1ccccc1CN1CCN(c2ncccn2)CC1
screen / no. | 41 | 42 | 43 | 44 | 45 | 46 | 47 | 48 | 49
Rv3671c inh | -1 | 1 | -10 | 6 | 4 | 5 | 6 | 7 | 5
Mtb UGM inh | 0.4 | -0.5 | -3.8 | -0.1 | 0.2 | 2.1 | 6.4 | -0.2 | -0.3
PrPC surface inh | 6 | -5 | 1 | 0 | 5 | 5 | -2 | -13 | 8
Mtb BioA inh | -0.2 | -2.1 | / | 0.0 | / | -0.7 | / | -0.1 | -2.4
GDH-TPI counter | -2 | 8 | -12 | -11 | -6 | -2 | 14 | 8 | -2
BoNT-F LC inh | / | -10 | -3 | -3 | -2 | 1 | 5 | 2 | -16
FBA Mtb inh | 0 | -4 | -3 | -1 | 0 | -2 | -5 | 1 | 1
FadD28 FP inh | -0.3 | 0.8 | -3.6 | -2.3 | -2.7 | -3.3 | 0.6 | 0.1 | -0.5
MazEF act | 5 | -2 | 6 | 8 | -1 | 7 | 12 | 6 | -3
